# Source: PubChem BioAssay (several laboratories)
# Fh CTSL1 inh: cathepsin L1 inhibition, PFM18AAP counter-screen; inhibition, % at 5.96 µM; AID 1906; actives 0.49% (n = 300,000); recombinant F. hepatica cathepsin L1, Z-Leu-Arg-MCA fluorescence;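 active = inhibition above the mean of all tested compounds plus 3 SD, set per screening campaign, cut at about 17% in these data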;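 also: 0% = plate median of test compound wells and 100% = 1 µM Z-Phe-Ala-diazomethylketone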
# core dimer inh: HCV core protein dimerization inhibition | TR-FRET GST/Flag-core106 dimerization, 1536-well | inhibition, % at 5 µM | actives 0.33% (n = 300,000);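 active = inhibition above the mean of all tested compounds plus 3 SD, set per screening campaign, cut at about 45% in these data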
#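 Assay system: tagged HCV core106 pair (GST and Flag); medium: KF-containing HEPES buffer, pH 7.45, DTT, CHAPS, BSA; also added: Eu donor and XL665 acceptor anti-tag antibodies; dosing: 5 µM single dose; timing: compound-protein-antibody incubation 4 h at 22.5 °C; signal: TR-FRET 671 and 617 nm emission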
# GRK2 inh: human GRK2 inhibition via aptamer displacement; P25098; actives 0.59% (n = 330,000); inhibition of aptamer binding, % at 10 µM; bead flow cytometry, FAM-aptamer displacement from GRK2;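 active = inhibition of aptamer binding above 40%, roughly 3 SD of noise, on plates passing a quality check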;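 also: median bead fluorescence of bound FAM aptamer so fluorescent compounds give negative values; no value below 0 was filed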
# PP1 inh: blocks human PP1-alpha phosphatase, a PP5 counter-screen; actives 0.9% (n = 320,000); inhibition, % at 6.7 µM; purified PP1alpha, OMFP fluorescence; P62136; AID 2235;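 active = inhibition above the mean inhibition of all tested compounds plus 3 SD, computed separately for each screening campaign, cut at about 15% in these data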
# JMJD2C inh: blocks human GASC-1 demethylase activity; Q9H3R0; inhibition, % at 2.35 µM; actives 0.069% (n = 330,000); GST-JMJD2C(1-420) H3K9me3 demethylation, DELFIA europium; AID 2099;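 active = more than half of a compound's replicate wells show inhibition beyond 50%, single wells judged on their own value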;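 also: signal counts dimethyl H3K9 product captured on neutravidin plate; 0% = median of DMSO wells and 100% = 0.3 times that DMSO median; strong numbers were not always called active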
# VLA-4 inh: inhibition in a human VLA-4 binding assay | P13612 | VLA-4 expressing cells, ligand binding flow cytometry | inhibition, % (about 7 µM as worked out from the volumes in the protocol) | actives 0.2% (n = 330,000) | AID 2557; in the data active = inhibition above about 50%
# Target sequence (P13612 whole entry, looked up): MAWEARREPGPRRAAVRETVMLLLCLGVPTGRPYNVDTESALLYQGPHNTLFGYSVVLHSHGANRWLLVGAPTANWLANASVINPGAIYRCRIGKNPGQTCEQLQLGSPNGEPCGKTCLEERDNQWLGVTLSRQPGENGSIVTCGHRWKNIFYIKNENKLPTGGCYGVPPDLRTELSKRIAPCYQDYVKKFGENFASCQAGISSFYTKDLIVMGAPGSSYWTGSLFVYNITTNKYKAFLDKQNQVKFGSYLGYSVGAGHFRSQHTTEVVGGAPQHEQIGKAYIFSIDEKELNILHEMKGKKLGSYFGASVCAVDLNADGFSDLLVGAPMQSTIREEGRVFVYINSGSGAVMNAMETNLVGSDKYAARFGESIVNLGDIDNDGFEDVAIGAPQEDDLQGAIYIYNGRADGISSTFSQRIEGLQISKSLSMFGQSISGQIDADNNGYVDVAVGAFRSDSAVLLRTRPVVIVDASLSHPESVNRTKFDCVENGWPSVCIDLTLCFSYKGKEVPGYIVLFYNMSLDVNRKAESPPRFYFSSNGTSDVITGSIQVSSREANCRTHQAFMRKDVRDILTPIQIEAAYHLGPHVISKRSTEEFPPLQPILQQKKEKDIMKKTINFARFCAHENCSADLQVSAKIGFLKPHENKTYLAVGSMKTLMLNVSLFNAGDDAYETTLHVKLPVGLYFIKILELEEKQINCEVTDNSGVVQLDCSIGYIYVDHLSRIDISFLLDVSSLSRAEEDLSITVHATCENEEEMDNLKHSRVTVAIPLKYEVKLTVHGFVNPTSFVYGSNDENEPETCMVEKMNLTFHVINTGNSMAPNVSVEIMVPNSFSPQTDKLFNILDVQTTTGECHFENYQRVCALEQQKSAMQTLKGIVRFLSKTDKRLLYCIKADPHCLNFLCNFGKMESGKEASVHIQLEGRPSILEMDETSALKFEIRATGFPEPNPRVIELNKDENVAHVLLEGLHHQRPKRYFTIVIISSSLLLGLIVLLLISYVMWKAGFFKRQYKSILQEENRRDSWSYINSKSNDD
# proCasp3 act: activates human procaspase-3. P42574. recombinant procaspase-3 D3A, Ac-DEVD-pNA absorbance 405 nm. activation, % at 8.5 µM. actives 0.11% (n = 330,000). AID 463141;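 active = activation above the mean of all tested compounds plus 3 SD, cut at about 21% in these data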;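 also: 0% = DMSO alone and 100% = DMSO wells spiked with extra 5 µM PC-3 D3A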
#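 assay system = Procaspase-3 D3A mutant | signal = absorbance at 405 nm, 0 and 120 min | times = 1 h preincubation plus 2 h reaction at 25 °C | repeats = single replicate | read-out = % activation between DMSO and enzyme-spiked controls | medium = Zinc-free HEPES saline buffer with Triton X-100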
# PP5 inh: blocks human protein phosphatase 5 activity; purified PP5c, OMFP substrate fluorescence; inhibition, % at 6.7 µM; actives 0.18% (n = 320,000); AID 1987;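 active = inhibition above the campaign's mean inhibition across all tested compounds plus 3 SD, cut at about 9.5% in these data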;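 also: 0% = DMSO only and 100% = 100 µM cantharidin control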
# procasp7 counter: activates human procaspase-7, counter-screen for procaspase-3 activators; P55210; AID 463210; activation, % at 8.5 µM; recombinant procaspase-7, Ac-DEVD-pNA absorbance 405 nm; D23A/D198A/D206A triple mutant, cannot self-cleave; scale: DMSO 0, 5 µM enzyme 100; actives 0.093% (n = 330,000);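 active = percent activation above the screen-wide mean plus 3 SD, cut at about 25% in these data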
#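 Assay system: Uncleavable procaspase-7 mutant enzyme; Input: 2 µM procaspase-7 mutant as dispensed; Also added: DEVD-pNA substrate; Medium: Zinc-free HEPES pH 7.4 with 300 mM NaCl, 0.01% Triton X-100; Timing: 1 h compound preincubation, 2 h substrate cleavage, 25 °C; Measured by: Epi-absorbance of released pNA at 405 nm, two timepoints.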
# Numbers without * were called inactive; nt = no result given; & = joins results of further samples.
# Under each structure – Fh CTSL1 inh	core dimer inh	GRK2 inh	PP1 inh	JMJD2C inh	VLA-4 inh	proCasp3 act	PP5 inh	procasp7 counter
Clc1ccc(-n2ncc3c(NCc4cccs4)ncnc32)cc1
 : -4	-3	5	1	4	8	3	2.7	-6
Nc1ccc(Sc2ccccc2)nc1
 : 0	1	2	0	-2	7	-1	0.7	1
CC1CCN(C(=S)NC2CCCCC2)CC1
 : -6	-3	0	0	-2	1	0	2.2	-2
Cc1c(C(=O)/C=C/N(C)C)nnn1-c1ccc(Cl)cc1Cl
 : 1	-1	1	5	0	2	-3	-1.4	1
Cc1c(C)c2ccc(OCC(=O)N3CCN(c4cccc(Cl)c4)CC3)cc2oc1=O
 : 3	9	2	10	4	21	-2	2.0	-7
COc1cccc(C(=O)N/N=C/c2ccc(OC3CSC3)cc2)c1
 : 1	0	0	0	1	12	-6	4.7	-2
COc1ccccc1NC(=O)C1C2CCCCC21 (configuration not stated)
 : -4	2	0	-2	3	6	9	1.4	8
C=CCn1c(=S)[nH]c2cc(C(=O)Nc3ccc(F)cc3)ccc2c1=O
 : -1	-2	0	13	-2	-8	0	0.8	-5
O=C(c1ccc2c(=O)n(CCc3ccccc3)c(=O)[nH]c2c1)N1CCN(c2ccccc2)CC1
 : -1	1	88*	3	-1	3	1	5.5	-1
Cc1ccc(CSc2nnc(SCC(=O)N/N=C/C=C/c3ccccc3[N+](=O)[O-])s2)cc1
 : 0	31	0	1	-13	15	-3	2.9	8
Cc1noc(C)c1CSc1nnc2cc(C)c3ccccc3n12
 : -1	-2	1	1	0	7	-1	0.6	3
CSc1nccn1CC(=O)Nc1ccc(F)cc1
 : -5	-8	2	0	-5	10	-1	0.9	15
Cc1ccc(C(=O)NC2CCN(S(=O)(=O)c3ccccc3)CC2)cc1
 : 2	2	0	-2	-12	3	8	-1.8	2
Cc1ccc(Cl)cc1N1CCN(C(=O)C2CCC(=O)N2C(C)C)CC1 (configuration not stated)
 : 2	-18	0	3	2	12	5	-2.3	3
S=C(Nc1ccccc1Cl)N(Cc1ccccc1)Cc1cccnc1
 : 7	2	1	1	26	-9	2	-0.9	1
O=C(COc1cc2oc(=O)c3c(c2cc1Cl)CCC3)NCC1CCC(C(=O)O)CC1 (configuration not stated)
 : -2	3	0	-5	5	37	6	0.5	-3
CC(=O)c1ccc(NC(=S)NC(=O)CC(C)C)cc1
 : 2	4	2	0	-14	9	-2	0.0	13
Cc1ccc2nc3c(cc(C(=O)NCCc4ccccc4)c(=N)n3CCCN3CCOCC3)c(=O)n2c1
 : 8	-8	0	-1	-19	-2	-11	0.7	-14
CCC(C(=O)NC1CCCC1)N(C(=O)c1snc(C(N)=O)c1N)c1ccc(OC)cc1 (configuration not stated)
 : 1	-3	3	2	9	9	9	-0.4	5
Cc1cccc(-n2c(O)c(C=Nc3c(C)n(C)n(-c4ccccc4)c3=O)c3ccccc3c2=O)n1
 : 2	0	1	-2	-16	10	-2	1.4	2
O=C(O)c1cnn(-c2ccccc2)c1C(F)(F)F
 : -3	-2	1	-5	0	16	4	3.3	9
CN(C)CCOc1ccc2c(c1)Sc1ccccc1CC2=O
 : -2	-17	0	-4	0	3	1	-0.3	0
CC(C)OC(=O)CSc1nc2ncccc2[nH]1
 : 1	-6	0	11	-1	-3	8	2.5	8
COc1ccc(C(=O)NCCc2nc3cc([N+](=O)[O-])ccc3n2C)cc1
 : -3	-3	1	-3	7	6	-1	-0.9	-2
CCc1cccc(C)c1NC(=O)CSc1nnc(Cc2csc(C)n2)o1
 : 5	2	0	-1	-16	-11	-11	0.3	1
CCOC(=O)C1=C(N)OC2=C(C(=O)CC(C)(C)C2)C1c1ccoc1 (configuration not stated)
 : -1	1	0	-6	1	8	0	-2.5	3
CCC(=O)N/C(N)=N/c1nc(C)c2cc(C)c(C)cc2n1
 : 0	3	2	2	5	8	1	-2.1	4
O=C(Nc1nc(-c2ccccc2)cs1)C1COc2ccccc2O1 (configuration not stated)
 : -1	8	3	0	-1	10	-1	2.4	6
COc1ccc(-c2nc(C(=O)O)cs2)cc1OC
 : 1	10	0	3	4	0	-17	1.4	2
C/C(=N\Nc1cccc2cccnc12)c1ccc(N)cc1
 : 0	-11	4	-4	14	-37	-5	-3.0	-8
COCCn1c(SCCOc2ccccc2)nc2ccccc2c1=O
 : 0	4	0	-2	-4	1	-1	5.1	3
CC(C)C(=O)Nc1cc(=O)[nH]c2ncnn12
 : -2	0	2	5	5	2	-3	3.5	6
NCCCCNCCCN
 : 1	-11	1	3	-6	34	9	-1.5	2
CCc1ccc(N(C(=O)c2snc(C(N)=O)c2N)C(C(=O)NCCC(C)C)c2c[nH]c3ccccc23)cc1 (configuration not stated)
 : 1	18	1	1	-7	21	-1	-1.6	15
Cc1ccc(C(=O)Nc2ccccc2-c2ccccc2)cc1[N+](=O)[O-]
 : 1	3	1	4	-5	-7	-4	0.6	9
CCOc1ccc2c(c1)-c1c(ssc1=S)C(C)(C)N2C
 : 1	-8	1	-3	-8	-7	-13	2.5	-8
O=C(COC(=O)c1ccc([N+](=O)[O-])cc1Cl)NCc1ccco1
 : nt	nt	6	0	1	12	12	0.9	-3
Nc1ccccc1SSc1ccccc1N
 : 2	8	9	6	24	-1	-17	2.5	-22
CN(C)S(=O)(=O)c1cccc(NC(=O)CSc2nncn2-c2ccccc2)c1
 : -4	-6	0	5	-33	33	7	0.9	-8
CCCOC1(NC(=O)c2ccccc2)C(C)=CC(=O)C=C1C
 : 2	3	0	-1	127	9	1	-2.3	16
COc1ccc(S(=O)(=O)Nc2ccc3c(c2)CC(=O)N([C@@H](C)CO)C[C@H](C)[C@@H](CN(C)S(=O)(=O)c2ccc(F)cc2)O3)cc1
 : nt	nt	4	nt	38	-3	-6	nt	-1
CCOC(=O)C1CCCN(C(=O)CSc2ccccc2)C1 (configuration not stated)
 : 0	-1	1	-2	-19	8	7	-2.4	2
O=C(CCC(=O)N(CC(=O)NC1CCCCC1)c1ccc2c(c1)OCO2)Nc1ccccn1
 : 0	7	0	1	-16	8	-9	0.4	4
CC(C(=O)NCc1cccnc1)N1C(=O)c2ccccc2C1=O (configuration not stated)
 : -1	-11	0	-3	-3	3	-3	2.8	4
O=C(NCC(c1cccnc1)N1CCN(c2ccc(F)cc2)CC1)OCc1ccccc1 (configuration not stated)
 : 3	-6	3	-3	-4&-1	-2	-1	0.1	-4

# (list continues)
canonical_smiles | Fh CTSL1 inh | core dimer inh | GRK2 inh | PP1 inh | JMJD2C inh | VLA-4 inh | proCasp3 act | PP5 inh | procasp7 counter
O=C(Nc1ccn(Cc2c(F)c(F)cc(F)c2F)n1)c1cccc(Cn2cc([N+](=O)[O-])cn2)c1 | -1 | -2 | 1 | 0 | 1 | 10 | -4 | 2.5 | 3
Nc1nc(SCC(=O)Nc2ccc(Cl)cn2)n[nH]1 | 6 | 3 | 0 | -4 | -2 | 35 | 0 | 0.4 | -3
CCc1ccccc1NC(=O)COc1ccc2c(=O)c(Oc3cc(C)ccc3C)coc2c1 | 1 | 12 | 0 | -1 | -3 | 25 | 1 | -0.6 | -6
COc1ccc(-c2oc3ccccc3c2C(=O)OCc2ccccc2OC)cc1 | -1 | -19 | 3 | -2 | -6 | 8 | 6 | 3.7 | 1
COc1ccc(-n2nc([N+](=O)[O-])c(=NCCc3ccccc3)n2O)cc1 | 0 | 7 | 5 | -3 | 1 | 16 | -3 | 1.1 | 5
CCC(Oc1ccccc1)C(=O)Nc1ccccc1N1CCCCC1 (configuration not stated) | -1 | 5 | 2 | 0 | 0 | 6 | 4 | 3.1 | 4
CC(=O)N(Cc1cccs1)C1CCOC(C)(C)C1 (configuration not stated) | -1 | -8 | 0 | -1 | 19 | 7 | 2 | -0.5 | 11
O=C(Cn1cc([N+](=O)[O-])cn1)N1CCc2ccccc21 | 3 | -19 | 3 | 0 | -4 | -7 | -2 | 1.0 | 6
Cc1ccc(C)c(NC(=S)N(Cc2ccco2)C(C)c2cccs2)c1 (configuration not stated) | 0 | 4 | 1 | -4 | -6 | -3 | 3 | -0.4 | -13
Cc1ccc(C)c(OCC(=O)N/N=C/c2c(C)nn(-c3ccccc3)c2Cl)c1C | 5 | 12 | 2 | -2 | -22 | 18 | -3 | 1.6 | 10
O=C(OCCCCN1C(=O)c2ccccc2C1=O)c1n[nH]c2ccccc12 | 0 | -3 | 0 | -1 | 12 | 42 | 0 | 0.5 | 2
